TDP1 cell noCPT – qHTS for Inhibitors of human tyrosyl-DNA phosphodiesterase 1 (TDP1): qHTS in cells in absence of CPT. Potency, µM (top dose mostly 46.2 µM), for inactives: at the highest dose activity change, negative = growth inhibition, hits mostly inhibitors. 420,000 tested, 15% active. DT40 Tdp1-/- hTDP1 cells, no CPT, ATP luminescence, 48 h; note: nearly all actives have a fitted effect of over 55% in size
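A cellular qHTS used chicken DT40 cells lacking endogenous Tdp1 but carrying stably transfected human TDP1. Compounds were applied without camptothecin, and cell growth kinetics were judged by ATP-dependent luminescence after ≥48 hr.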
DT40 TDP1 CPT – DT40-hTDP1 cell growth loss with CPT; chicken DT40 Tdp1-/-;hTDP1 cells + 20 nM CPT, ATP luminescence, 48 h; Potency, µM (highest dose often 46.2 µM), for inactives: at the top dose activity change, negative = growth inhibition, most hits filed as inhibitors; 420,000 tested, 12% active; note: nearly all actives have a fitted effect of over 55% in size
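Chicken DT40 Tdp1-/- cells complemented with human TDP1, 400 cells/well, exposed to compounds plus 20 nM camptothecin for at least 48 h at 37 C; viability read as ATP content by CellTiter-Glo luminescence.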
GCN5L2 inh – blocks human GCN5L2 histone acetyltransferase; Q92830; GCN5L2 HAT assay, ThioGlo1 CoA-SH fluorescence; Potency, µM (top dose mostly 58.9 µM), for the others: at the top dose activity change, negative = inhibition, hits mostly inhibitors; 390,000 tested, 0.21% active
Target sequence (Q92830 whole entry, looked up): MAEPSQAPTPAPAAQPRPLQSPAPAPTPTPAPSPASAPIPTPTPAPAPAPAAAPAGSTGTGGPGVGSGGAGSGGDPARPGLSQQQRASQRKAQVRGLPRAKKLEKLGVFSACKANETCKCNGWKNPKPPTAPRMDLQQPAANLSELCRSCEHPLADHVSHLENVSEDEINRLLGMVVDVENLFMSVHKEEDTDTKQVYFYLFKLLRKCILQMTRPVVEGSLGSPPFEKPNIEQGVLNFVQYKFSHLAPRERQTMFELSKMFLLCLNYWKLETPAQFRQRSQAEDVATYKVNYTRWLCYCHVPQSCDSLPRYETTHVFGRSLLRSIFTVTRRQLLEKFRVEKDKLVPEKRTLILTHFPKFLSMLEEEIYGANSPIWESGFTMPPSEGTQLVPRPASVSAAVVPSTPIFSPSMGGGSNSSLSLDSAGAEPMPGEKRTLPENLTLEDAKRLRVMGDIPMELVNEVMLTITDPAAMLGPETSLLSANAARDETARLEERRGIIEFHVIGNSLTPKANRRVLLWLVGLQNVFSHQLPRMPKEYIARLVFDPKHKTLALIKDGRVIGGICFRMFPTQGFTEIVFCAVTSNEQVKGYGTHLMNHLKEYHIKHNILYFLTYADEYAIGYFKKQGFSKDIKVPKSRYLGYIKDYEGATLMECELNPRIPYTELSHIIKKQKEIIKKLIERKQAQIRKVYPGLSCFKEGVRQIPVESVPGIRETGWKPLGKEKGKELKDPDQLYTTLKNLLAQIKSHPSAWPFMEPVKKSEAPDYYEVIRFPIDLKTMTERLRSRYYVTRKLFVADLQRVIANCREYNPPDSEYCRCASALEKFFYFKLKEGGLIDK
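Compounds, pin-transferred from DMSO stocks, meet 20nM GCN5L2 for 15 min before the reaction begins with H3(1-25) peptide (75uM) and acetyl-CoA (70uM). Thiol-reactive ThioGlo1 reports CoA release over 20 min at room temperature.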
An asterisk follows results filed as active; ? = inconclusive; . = no result given; & = joins results of further samples. Calls come from the whole dose curve; as a rule, active = well fitted curve in the direction sought with a large enough effect; inconclusive = small, poorly fitted or top-dose-only effect, or another doubt; inactive = no such curve, though single readings can be large; an effect the other way counts as inactive or inconclusive. % is set by controls: 0 for no effect and ±100 for the full control effect; potency is the fitted concentration of half-maximal effect. Some of the compounds tested. The share of hits here may be higher or lower than overall.

Start of the listing, in advance:
smiles | DT40 TDP1 CPT | GCN5L2 inh | TDP1 cell noCPT
COCc1ccc(C(=O)N2CCCC(Nc3ccc(C(C)C)cc3)C2)s1 (centres undefined) | ? | -25.3% | ?
CCOc1ccccc1N1CCN(C(=O)NCc2ccc(Cl)cc2)CC1 | -26.2% | -9.4% | ?
CCOC(=O)c1cc(N2CCCCC2)nc2ccccc12 | 23.1µM* | . | ?
CCC1(C)Cc2ccccc2-c2nc(NCCCO)n(-c3ccccc3)c(=O)c21 (centres undefined) | 2.06µM* | -11.6% | 4.11µM*
CC(=O)Oc1ccc2c(=O)c(-c3ccccc3)c(C)oc2c1 | ? | -3.1% | ?
Cc1ccc(NC(=S)N/N=C/c2c(C)[nH]c3ccccc23)cc1 | ? | -11.3% | 29.1µM*
c1ccc2c(-c3nc4ccccc4[nH]3)cccc2c1 | 9.2µM* | . | 4.61µM*
COc1cc(C(=S)N2CCOCC2)ccc1OC(=O)c1ccc([N+](=O)[O-])cc1[N+](=O)[O-] | ? | -4.2% | ?
c1coc(-c2cnc3ccccc3n2)c1 | 22.9% | . | -1.6%
COCCCNC(=O)/C=C/c1ccc(OCc2c(F)cccc2Cl)cc1 | -20.6% | -2.3% | 2.0%
CS(=O)(=O)N(CC(=O)NCCSCc1ccccc1)c1ccccc1Cl | ? | 3.6% | ?
COc1ccc(NC(=O)NCCCN2CCCCC2C)cc1 (centres undefined) | 0.7% | -23.5% | -0.3%
O=S(=O)(Nc1ncnc2sccc12)c1cccc(F)c1 | 0.0% | -6.3% | -22.3%
O=C(Nc1cc(N2CCOCC2)ncn1)c1ccccc1 | -6.0% | -9.2% | -4.4%
CC(C)(C)OC(=O)N[C@@H](Cc1ccccc1)C(=O)NCC1CCC(C(=O)O)CC1 (some centres undefined) | -6.4% | -3.6% | 1.9%
Cc1oc2c(C)c3oc(=O)c(CCC(=O)N4CCC(C(=O)NCCC(=O)O)(c5ccccc5)CC4)c(C)c3cc2c1C | -14.4% | -13.0% | 6.3%

The listing, from the start:
smiles | DT40 TDP1 CPT | GCN5L2 inh | TDP1 cell noCPT
COCc1ccc(C(=O)N2CCCC(Nc3ccc(C(C)C)cc3)C2)s1 (centres undefined) | ? | -25.3% | ?
CCOc1ccccc1N1CCN(C(=O)NCc2ccc(Cl)cc2)CC1 | -26.2% | -9.4% | ?
CCOC(=O)c1cc(N2CCCCC2)nc2ccccc12 | 23.1µM* | . | ?
CCC1(C)Cc2ccccc2-c2nc(NCCCO)n(-c3ccccc3)c(=O)c21 (centres undefined) | 2.06µM* | -11.6% | 4.11µM*
CC(=O)Oc1ccc2c(=O)c(-c3ccccc3)c(C)oc2c1 | ? | -3.1% | ?
Cc1ccc(NC(=S)N/N=C/c2c(C)[nH]c3ccccc23)cc1 | ? | -11.3% | 29.1µM*
c1ccc2c(-c3nc4ccccc4[nH]3)cccc2c1 | 9.2µM* | . | 4.61µM*
COc1cc(C(=S)N2CCOCC2)ccc1OC(=O)c1ccc([N+](=O)[O-])cc1[N+](=O)[O-] | ? | -4.2% | ?

Part of the list above, showing only TDP1 cell noCPT.
mol	TDP1 cell noCPT
COCc1ccc(C(=O)N2CCCC(Nc3ccc(C(C)C)cc3)C2)s1 (centres undefined)	?
CCOc1ccccc1N1CCN(C(=O)NCc2ccc(Cl)cc2)CC1	?

Carrying on:
smiles | DT40 TDP1 CPT | GCN5L2 inh | TDP1 cell noCPT
c1coc(-c2cnc3ccccc3n2)c1 | 22.9% | . | -1.6%
COCCCNC(=O)/C=C/c1ccc(OCc2c(F)cccc2Cl)cc1 | -20.6% | -2.3% | 2.0%
CS(=O)(=O)N(CC(=O)NCCSCc1ccccc1)c1ccccc1Cl | ? | 3.6% | ?
COc1ccc(NC(=O)NCCCN2CCCCC2C)cc1 (centres undefined) | 0.7% | -23.5% | -0.3%
O=S(=O)(Nc1ncnc2sccc12)c1cccc(F)c1 | 0.0% | -6.3% | -22.3%
O=C(Nc1cc(N2CCOCC2)ncn1)c1ccccc1 | -6.0% | -9.2% | -4.4%
CC(C)(C)OC(=O)N[C@@H](Cc1ccccc1)C(=O)NCC1CCC(C(=O)O)CC1 (some centres undefined) | -6.4% | -3.6% | 1.9%
Cc1oc2c(C)c3oc(=O)c(CCC(=O)N4CCC(C(=O)NCCC(=O)O)(c5ccccc5)CC4)c(C)c3cc2c1C | -14.4% | -13.0% | 6.3%
CC(C)C1OC(c2cccc(NC(=O)c3cccs3)c2)OCC1(C)C (centres undefined) | ? | -16.0% | 23.1µM*
O=C(Nc1cc(Cl)ccc1N1CCOCC1)c1ccc(Br)o1 | 8.5% | -23.8% | -1.0%
COc1cccc(CN(C)C[C@H]2OCc3cnnn3CCCC(=O)N([C@@H](C)CO)C[C@@H]2C)c1 | 2.7% | . | 4.8%
COCC(=O)N1CCC2CC1c1cc(Cl)ccc12 (centres undefined) | -1.1% | . | -15.1%
CC1CCCC(NC(=O)CCn2c(=O)oc3ccccc32)C1C (centres undefined) | -22.4% | -2.0% | -11.2%
CSc1cccc(NC(=O)NNC(=O)C2CCN(S(=O)(=O)N(C)C)CC2)c1 | -5.8% | -1.7% | 17.4%
COc1ccc(C(=O)N[C@H](C(=O)NC2CCCCC2)C(C)C)cc1 | -14.1% | 0.1% | 2.3%
Cc1ccc(S(=O)(=O)n2cccc2CO)cc1 | -23.8% | -2.6% | -3.6%
COc1ccc(OC)c(NC(=O)CSc2nc(O)cc(=O)n2CC(C)C)c1 | -3.7% | -15.4% | -6.0%
O=C1/C(=C\c2ccccn2)SC(=S)N1Nc1ncc(C(F)(F)F)cc1Cl | -26.7% | -19.2% | -28.9%
COCCNC(=O)CCCn1c(SCC(=O)c2ccc(Br)cc2)nc2c(sc3ccccc32)c1=O | -5.4% | -6.0% | -2.5%
Cc1ccc2cc3cc(C(=O)N4CCN(c5cccc(C(F)(F)F)c5)CC4)sc3nc2c1 | 2.4% | -11.7% | 7.2%
O=C(Nc1ccc(N2CCOCC2)c(Cl)c1)c1cccc(-n2cnnc2)c1 | -28.7% | -3.9% | -0.9%
CC1CCCCN1CC(O)COCc1ccccc1 (centres undefined) | -5.1% | -4.9% | -3.8%
Cc1onc(-c2ccccc2)c1C(=O)NC(=S)NNC(=O)c1ccc(O)cc1 | ? | -1.6% | 13µM*
Cc1ccc2[nH]c(CSc3nnc(NC(=O)COc4ccccc4C)s3)cc(=O)c2c1 | ? | -3.2% | ?
c1ccc(C2=NNC(c3ccco3)=Nc3ccccc32)cc1 | -16.6% | -5.7% | ?
COCCN1Cc2cccc(C(=O)Nc3ccc(C)c(F)c3)c2C1=O | ? | -3.9% | ?
CCCCc1nn2c(=O)cc(CN(CC)c3ccccc3)nc2s1 | ? | 12.2% | -29.9%
COc1ccccc1NC(=O)Nn1cnnc1 | 2.6% | -4.4% | -14.8%
Cc1ccc(NC(=O)NCC2CCN(Cc3cccc(Cl)c3)CC2)cc1Cl | ? | -2.8%&-9.6% | 16.4µM*
CCOC(=O)c1[nH]c2ccc(Br)cc2c1NC(=O)CCN1CCC(C(=O)OCC)CC1 | 20.6µM* | -8.0% | 16.4µM*
Nc1ccccc1-n1nc2ccc3ccccc3c2n1 | ? | . | -26.5%
CCc1nnc(NC(=O)CC23CC4CC(CC(Br)(C4)C2)C3)s1 | -2.1% | -2.7% | -2.4%
O=S(=O)(c1ccccc1)N1CCC2(CC1)CO2 | ? | 0.3% | -19.5%
CSc1ccc(C(=S)N2CCCCCC2)cc1 | -28.1% | 0.7% | ?
CCN(CC)C(=S)Oc1ccc(Cl)cc1Cl | -0.7% | -2.9% | -11.2%
Cc1nn(CCCC(=O)NCc2ccccc2)c(=O)c2nn(-c3ccccc3)c(C)c12 | -8.8%&-13.5% | -0.7%&-1.6% | ?
Cc1nc(SCC(=O)NCc2ccco2)c2c(C)c(C)sc2n1 | -28.4% | -5.2% | -18.6%
Cc1ccc(C2CC2C(=O)NN)cc1 (centres undefined) | -24.2% | -2.6% | -0.4%
COC(=O)c1nnn(CC(=O)Nc2cc(F)ccc2F)c1C(=O)OC | 10.1% | -5.2% | -0.4%
C[C@H](CO)N1C[C@H](C)[C@@H](CN(C)C(=O)c2cc(-c3ccccc3)on2)OCc2cnnn2CCCC1=O | -16.0% | . | -23.4%
Cc1ccc(/C=[N+](/[O-])C2SC(=S)N(C)C2(C)C)cc1 (centres undefined) | -3.0% | -4.8% | -11.8%
COc1ccc(OCc2cc(C(=O)NC(C)Cn3cncn3)no2)c(Cl)c1 (centres undefined) | 3.1% | -11.5% | 3.7%
COc1ccc(C(=O)c2c(-c3ccc(OC)cc3)oc3ccc(-c4cc(OC)c(OC)c(OC)c4)cc23)cc1 | 7.31µM* | . | 9.2µM*
COc1ccc(N(CC(=O)Nc2ccc3c(c2)OCCO3)S(=O)(=O)c2c(C)nn(C)c2C)cc1 | -21.8% | -2.0% | -30.0%
Cc1nc2ccccc2n1C(=O)c1cc(-c2ccc(Br)cc2)nc2ccccc12 | ? | 0.8% | -26.1%
COC(=O)C(C)Sc1nc2c(cnn2-c2ccccc2)c(=O)[nH]1 (centres undefined) | -13.1% | -1.6% | ?
Cc1ccc(C)c(-n2c(-c3ccc(Br)cc3)csc2=NC(=O)c2ccccc2F)c1 | 11.6µM* | -10.5% | 4.61µM*
Cc1ccc(-c2csc3ncnc(OCC(=O)NC(=O)NCc4ccco4)c23)cc1 | ? | -7.3% | ?
Cc1nonc1C1CCCN1Cc1nc(-c2ccc(F)cc2F)oc1C (centres undefined) | ? | 1.2% | ?
O=S(=O)(O/N=C1\CCCc2ccccc21)c1ccccc1 | 1.9% | -5.8% | -6.5%
COc1ccc(NC(=S)N/C(=N/S(=O)(=O)c2ccc(C)cc2)c2ccccc2)cc1 | -6.0% | -3.4% | 2.1%
O=C(Cc1ccccc1)Nc1nnc(-c2cccs2)s1 | -5.0% | -15.3% | -28.6%
O=C(CN1CCC(c2nc3ccccc3[nH]2)CC1)Nc1ccc2c(c1)OCO2 | -5.5% | -6.6% | -4.9%
Cc1ccc(C(=O)N/N=C2\SCC(=O)N2c2cc(C)ccc2C)cc1 | 0.1% | -1.4% | -4.6%
COc1ccc(CC(NC(C)=O)C(=O)NC2CCN(C(=O)Nc3ccc(Cl)cc3)CC2)cc1OC (centres undefined) | 6.6% | -4.6% | -6.6%
COc1ccccc1C1c2[nH]c3ccccc3c2CCN1Cc1cnc(C)s1 (centres undefined) | ? | -15.5% | 18.4µM*

Additional structures follow:
smiles | DT40 TDP1 CPT | GCN5L2 inh | TDP1 cell noCPT
O=C(NCc1ccc(F)cc1)C1(c2cccs2)CCOCC1 | -20.6%&-11.7% | -2.2%&0.2% | -22.3%&7.1%
COc1ccc(C(=O)NCCCOC(=O)c2ccc(OC)cc2)cc1 | -14.4% | -11.4% | 0.1%
COCCn1c(N)c(N(Cc2ccccc2)C(=O)CN2C(=O)NC(C)(c3ccccc3)C2=O)c(=O)[nH]c1=O (centres undefined) | 0.5% | -5.1% | -6.9%
CC1CCC2(CC1)Nc1ccccc1C(=O)N2c1ccccc1 (centres undefined) | -4.2% | -7.3% | -19.1%
COc1ccccc1N1C(=O)CC(Sc2nccc(C)n2)C1=O (centres undefined) | ? | -3.8% | -20.9%
COc1ccc(CCNC(=O)CCc2ccccc2)cc1OC | 3.3% | . | -26.4%
CC(C)(C)C(=O)Nc1ccccc1C(=O)Nc1cccnc1 | 11.8% | -4.5% | -3.7%
Cc1cc(OCC(O)CN2CCc3ccccc3C2)ccc1Cl (centres undefined) | -6.8% | -8.1% | ?
COc1ccc(C(=O)C(C)OC(=O)c2cccc(S(=O)(=O)Nc3cc(Cl)c(OC)cc3OC)c2)cc1 (centres undefined) | 23.1µM* | -4.0% | 20.6µM*
COc1ccc2cc(S(=O)(=O)N3CCCCCC3)ccc2c1 | 0.6% | -11.6% | ?
CCCn1cc(NC(=O)c2cc3n(n2)C(C(F)(F)F)CC(c2ccccc2)N3)cn1 (centres undefined) | 5.4% | 3.4% | -19.3%
CCCC[C@@H]1C[C@H]1[C@@H](NC(=O)c1cccs1)c1ccc(Cl)cc1 | 29.1µM* | -14.5% | 14.6µM*
Cc1onc(-c2c(F)cccc2Cl)c1C(=O)N1CCc2ccccc2C1 | ? | -0.9% | ?

Screens from PubChem.
